# TRPV1 ag = human TRPV1 agonism; 320,000 compounds, 0.19% hits; TRPV1-expressing cells, Fluo-8 calcium influx, agonist mode; Q8NER1; activation, % at 8.33 µM; in the data active = activation above about 80%; inconclusive = between about 30% and that limit; note: 0% is about no effect
#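 TRPV1-expressing cells were cultured overnight at 35.5C and loaded with Fluo-8 calcium dye for 40 to 90 min at room temperature. After a 10 s baseline, compound was added and calcium influx was read kinetically for 3 min (ex 480/em 520 nm).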
# a7 integrin act = activates integrin-mediated alleviation for muscular dystrophy; alpha7betagal myoblasts, beta-gal FDG fluorescence, 48 h; Potency, µM (titrated, usually from 38.3 µM), for inactives: top-dose activation, most hits filed as activators; 350,000 compounds, 0.064% hits; AID 624291;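 note: potency is the fitted concentration of half-maximal effect; 100% = response of the positive control SU9516; nearly all actives have a fitted effect of over 60% in size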
#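 alpha7betagal+/- myoblasts (passage 13, 250/well) treated 48 h at 37C with compounds at 1:260 dilution of DMSO stock. Lysed, then beta-galactosidase activity read as FDG fluorescence (ex 480/em 540) after 30 min, with pre-read for autofluorescence.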
# PTAP TSG101 blk = blocks PTAP/TSG101 interaction to inhibit HIV-1 budding; Q99816; Fluorescence polarization, FITC-PTAP peptide / Tsg101 binding; Potency, µM (highest dose often 115 µM), without a hit: at the highest dose activity change, negative = inhibition, hits mostly inhibitors; 340,000 tested, under 10 active; AID 493005; active = well fitted inhibition curve with a large enough effect in the main read-out, with a control signal flat, not every such curve was filed as active; inconclusive = small, poorly fitted or top-dose-only effect, or effect the other way, or a change in a side signal; inactive = no such curve, though single readings can be large or run the other way; note: potency is the fitted concentration of half-maximal effect; % of control where 0% means no effect
#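 FP read-out: FITC-PTAP peptide, 50 nM final, binding Tsg101 binding domain, 10 uM final; 20 min, r.t.; 10 mM HEPES pH 7.5, 0.15 M NaCl, 0.01% Tween 20, 3 mM EDTA, 0.1 mM TCEP.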
# BRCA1 expr act = activators of BRCA1 expression; MCF7-BRCA1-FFLuc reporter, luminescence, 48 h; response scale: scaled: vehicle 0%, 10 µM genistein 100%; Potency, µM (titrated, usually from 46.1 µM), without a hit: at the top dose activation, most hits filed as activators; 380,000 compounds, 1.1% hits; AID 624202; note: potency is the fitted concentration of half-maximal effect; nearly all actives have a fitted effect of over 80% in size; some results filed as inactive show a strong effect at the top dose
#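 Luminescence from a BRCA1-driven firefly luciferase in MCF7 cells was the read-out, taken 15 min after substrate addition following 48 h compound exposure at 37 °C. Data were normalized to a 10 microM genistein control and DMSO vehicle.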
# ELG1 genotox = inducers of genotoxicity in HEK293T ELG1-luciferase cells; 330,000 compounds, 1.3% hits; HEK293T ELG1-luciferase reporter, luminescence, 16 h; Potency, µM (doses to about 46 µM), inactives show at the highest dose activity change, positive = activation, actives largely listed as activators; AID 504466; note: potency is the fitted concentration of half-maximal effect; % of control where 0% means no effect; nearly all actives have a fitted effect of over 60% in size
#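 Reporter readout depends on ELG1 protein level, which increases with genetic stress. After 16 hr compound exposure at 37 °C, luciferase activity was quantified using ONE-Glo.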
# USP2a inh = blocks human ubiquitin-specific protease USP2a; O75604; USP2 core, Ub-CHOP2 coupled fluorogenic reporter, 485/531; Potency, µM (highest dose often 38.3 µM), for inactives: at the top dose activity change, negative = inhibition, actives largely listed as inhibitors; 330,000 compounds, 0.01% hits;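 note: potency is the fitted concentration of half-maximal effect; plate controls were DMSO wells for no effect and full inhibition by NEM control for full effect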
#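 USP2 core (10nM final) preincubated 30min RT with compound in 20mM Tris-HCl pH 8.0, 2mM CaCl2, 2mM beta-mercaptoethanol, 0.05% CHAPS; 25nM Ub-CHOP2 plus 25nM reporter substrate added, fluorescence (Ex485/Em531) read after 60min.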
# ASM inhibitor = human S-ASM enzyme inhibition; AID 504937; Potency, µM (titrated, usually from 57.5 µM), for the others: at the highest dose activity change, negative = inhibition, actives largely listed as inhibitors; 340,000 compounds, 0.006% hits; P17405; placental ASM, HMU-PC fluorogenic substrate, 60 min; note: potency is the fitted concentration of half-maximal effect
# Target sequence (P17405 47-631 limits assumed): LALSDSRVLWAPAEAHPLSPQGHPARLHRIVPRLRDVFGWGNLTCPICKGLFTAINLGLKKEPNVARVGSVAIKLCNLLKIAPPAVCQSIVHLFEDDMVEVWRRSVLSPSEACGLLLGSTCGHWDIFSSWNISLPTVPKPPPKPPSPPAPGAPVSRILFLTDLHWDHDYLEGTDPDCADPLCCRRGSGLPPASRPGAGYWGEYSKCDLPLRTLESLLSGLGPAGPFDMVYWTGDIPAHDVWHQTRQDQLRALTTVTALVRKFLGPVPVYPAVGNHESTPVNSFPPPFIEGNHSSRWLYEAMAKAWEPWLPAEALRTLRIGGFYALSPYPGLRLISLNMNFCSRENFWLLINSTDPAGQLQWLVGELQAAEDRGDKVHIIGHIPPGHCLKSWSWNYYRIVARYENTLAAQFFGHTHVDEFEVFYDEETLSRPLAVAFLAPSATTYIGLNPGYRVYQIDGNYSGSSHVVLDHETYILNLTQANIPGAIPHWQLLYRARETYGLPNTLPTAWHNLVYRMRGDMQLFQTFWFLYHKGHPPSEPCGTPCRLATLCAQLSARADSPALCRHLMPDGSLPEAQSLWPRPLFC
#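 Steps: dispense placental human ASM, pin compound, wait 10 min at room temperature, add HMU-PC0 substrate at 9 uM final, incubate 60 min at 37 °C, add stop solution raising pH to 10, read fluorescence.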
# uPA generation = inhibitors of cell surface uPA generation | cell surface uPA generation assay, qHTS | AID 540303 | Potency, µM (top dose mostly 38.3 µM), inactives show top-dose activity change, negative = inhibition, actives largely listed as inhibitors | 330,000 compounds, 0.31% hits; active = well fitted inhibition curve with a large enough effect; inconclusive = small, poorly fitted or top-dose-only effect; inactive = no such curve, though single readings can be large or run the other way; tested in mouse RAW 264.7 cells; note: potency is the fitted concentration of half-maximal effect; % is set by controls: 0 for no effect and ±100 for the full control effect; nearly all actives have a fitted effect of over 55% in size
# Eya2 inh = inhibitors of human Eya2 phosphatase activity; Potency, µM (top dose mostly 76.9 µM), without a hit: at the highest dose activity, negative = inhibition, hits mostly inhibitors; 330,000 compounds, 0.006% hits; recombinant Eya2, OMFP fluorescence dephosphorylation (OMFP is methylfluorescein phosphate); AID 488837; note: potency is the fitted concentration of half-maximal effect; % is set by controls: 0 for no effect and ±100 for the full control effect
#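 Eya2 (0.2 uM) preincubated 10 min at ambient with compound, then OMFP substrate added at 50 uM; 10 min reaction in 50 mM HEPES pH 7.5, 50 mM NaCl, 5 uM MgCl2, 0.05% BSA, 1 mM DTT. Fluorescence read at Ex 485/Em 525 nm.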
# B2AR arrestin = recruits beta-arrestin to the human beta2-adrenergic receptor; 330,000 compounds, 0.02% hits; P07550; Potency, µM (highest dose often 46.1 µM), without a hit: top-dose activation, actives largely listed as activators; beta-arrestin recruitment to beta2AR, cell-based reporter;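 note: potency is the fitted concentration of half-maximal effect; 0% = DMSO controls and full agonism = EC100 isoproterenol or metaproterenol; nearly all actives have a fitted effect of over 65% in size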
# Target sequence (P07550 whole entry, looked up): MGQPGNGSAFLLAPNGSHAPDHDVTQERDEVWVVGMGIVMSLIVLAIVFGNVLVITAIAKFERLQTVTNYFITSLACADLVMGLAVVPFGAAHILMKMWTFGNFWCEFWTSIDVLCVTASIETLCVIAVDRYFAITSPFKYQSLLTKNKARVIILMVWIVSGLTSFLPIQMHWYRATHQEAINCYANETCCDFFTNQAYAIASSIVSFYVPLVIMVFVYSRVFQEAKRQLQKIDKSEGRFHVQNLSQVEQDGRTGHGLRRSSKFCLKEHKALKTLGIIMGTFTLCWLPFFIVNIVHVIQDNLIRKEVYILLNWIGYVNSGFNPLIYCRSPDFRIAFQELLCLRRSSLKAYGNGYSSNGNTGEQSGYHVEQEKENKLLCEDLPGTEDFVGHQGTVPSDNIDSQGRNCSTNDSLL
# p53 reactivation = mutant p53 re-activation in reporter cells. H1299 p53-A138V BP100-luciferase reporter, luminescence, 24 h. Potency, µM (titrated, usually from 92.2 µM), inactives show at the highest dose activity change, positive = activation, hits mostly activators. 320,000 compounds, 0.063% hits. AID 504706; note: potency is the fitted concentration of half-maximal effect; % of control where 0% means no effect; nearly all actives have a fitted effect of over 45% in size
#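 H1299 (p53-null), stable ts p53-A138V + BP100-Luc; 1000 cells/well, Opti-MEM/10% FBS; cpd 4 pt, 1:5; 24 h, 37 deg C, 5% CO2; detection reagent 10 min RT; luminescence.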
# * marks the source's active call; other numbers are inactive results; i = inactive; ? = inconclusive; . = no result given; [ ] = remark or other dose. Unless noted, calls come from the whole dose curve; as a rule, active = well fitted curve in the direction sought with a large enough effect; inconclusive = small, poorly fitted or top-dose-only effect, or another doubt; inactive = no such curve, though single readings can be large; an effect the other way counts as inactive or inconclusive.
SMILES,TRPV1 ag,a7 integrin act,PTAP TSG101 blk,BRCA1 expr act,ELG1 genotox,USP2a inh,ASM inhibitor,uPA generation,Eya2 inh,B2AR arrestin,p53 reactivation
CCCC1=[N+](CC(=O)c2ccc(Br)cc2)CCn2cccc21,0,15%,0%,-43%,-5%,6%,6%,-1%,3%,-0.2%,11%
Cc1ccc(-c2cc3nc(-c4ccc(Br)cc4)cc(N)n3n2)cc1,-1,19%,0%,12%,0%,1%,45%[activator],3%,-1%,-1.0%,4%
Clc1ccc(C2=CSC3=NCCN23)c(Cl)c1,.,0%,-10%,-8%,.,.,-1%,-4%,.,.,.
COc1ccc(CCC(=O)Nc2nccs2)cc1OC,7,0%,0%,-5%,-1%,0%,2%,-5%,-2%,0.1%,-6%
CC(=O)N1CCN=C1SCc1ccc(Br)cc1,1,5%,-9%,0%,-9%,1%,-2%,-16%,4%,-0.8%,-3%
CC(=O)NS(=O)(=O)c1ccc(NC(=O)CSc2ccc(Cl)cc2)cc1,1,20%,-3%,11%,2%,2%,1%,-1%,13%,-0.2%,-1%
O=C(Cc1csc(NC(=O)Nc2ccc(Cl)cc2)n1)NC1CCCC1,4,21%,-1%,-26%,0%,3%,-5%,1%,-1%,3.0%,22%
CCOC(=O)C1CCN(Cc2ccc(N(C)C)cc2)CC1,3,3%,-1%,0%,-9%,6%,-1%,-1%,-30%,-0.1%,-1%
Cc1nnc(Sc2cc(C(=O)NCCCOC(C)C)c3ccccc3n2)s1,5,-2%,0%,-3%,-1%,0%,1%,-7%,0%,6.0%,1%
O=C(COC(=O)c1ccco1)NCC1CCCO1 (centres undefined),.,-10%,-5%,6%,4%,1%,-2%,7%,-2%,1.3%,-5%
O=C(CSc1nnc(-c2ccco2)o1)N1c2ccccc2CCc2ccccc21,-2,-27%,-7%,-41%,-11%,4%,-3%,1%,-31%,0.0%,0%
O=C(CN1C(=O)NC2(CCCC2)C1=O)NCCc1ccccc1,.,-33%,-4%,11%,-2%,0%,3%,14%,-19%,-0.8%,-2%
Cc1ccc(N(C)S(=O)(=O)c2cc(-c3cnc(C4CC4)o3)ccc2C)cc1,?,3%,-1%,-51%,-8%,0%,-16%,1%,10%,-0.7%,19%
COc1ccc(OC)c(-c2csc(NC(=O)CN3C(=O)NC4(CCCC4)C3=O)n2)c1,-1,-31%,2%,-19%,1%,-2%,-1%,1%,-18%,0.1%,-7%
Cc1noc(C)c1C(=O)OC(C)C(=O)Nc1ccc2c(c1)OCO2 (centres undefined),.,23%,-4%,4%,-1%,3%,4%,5%,1%,-0.6%,-1%

# One compound at a time, as listed above:
# Cc1noc(C)c1C(=O)OC(C)C(=O)Nc1ccc2c(c1)OCO2 (centres undefined) is listed with TRPV1 ag: .; a7 integrin act: 23%; PTAP TSG101 blk: -4%; BRCA1 expr act: 4%; ELG1 genotox: -1%; USP2a inh: 3%; ASM inhibitor: 4%; uPA generation: 5%; Eya2 inh: 1%; B2AR arrestin: -0.6%; p53 reactivation: -1%
# CCOC(=O)C1CCN(Cc2ccc(N(C)C)cc2)CC1 is listed with TRPV1 ag: 3; a7 integrin act: 3%; PTAP TSG101 blk: -1%; BRCA1 expr act: 0%; ELG1 genotox: -9%; USP2a inh: 6%; ASM inhibitor: -1%; uPA generation: -1%; Eya2 inh: -30%; B2AR arrestin: -0.1%; p53 reactivation: -1%
# CC(=O)NS(=O)(=O)c1ccc(NC(=O)CSc2ccc(Cl)cc2)cc1 is listed with TRPV1 ag: 1; a7 integrin act: 20%; PTAP TSG101 blk: -3%; BRCA1 expr act: 11%; ELG1 genotox: 2%; USP2a inh: 2%; ASM inhibitor: 1%; uPA generation: -1%; Eya2 inh: 13%; B2AR arrestin: -0.2%; p53 reactivation: -1%

# Returning to the listing, repeating the 2 entries before the break.
SMILES,TRPV1 ag,a7 integrin act,PTAP TSG101 blk,BRCA1 expr act,ELG1 genotox,USP2a inh,ASM inhibitor,uPA generation,Eya2 inh,B2AR arrestin,p53 reactivation
COc1ccc(OC)c(-c2csc(NC(=O)CN3C(=O)NC4(CCCC4)C3=O)n2)c1,-1,-31%,2%,-19%,1%,-2%,-1%,1%,-18%,0.1%,-7%
Cc1noc(C)c1C(=O)OC(C)C(=O)Nc1ccc2c(c1)OCO2 (centres undefined),.,23%,-4%,4%,-1%,3%,4%,5%,1%,-0.6%,-1%
O=C(Nc1cc(=O)[nH]c2ncnn12)c1ccc(Cl)cc1Cl,-3,5%,-1%,14%,4%,4%,-1%,3%,0%,-0.1%,13%
Cc1ccc(C)c(OCCC(=O)OCC(=O)c2ccc3c(c2)NC(=O)CO3)c1,?,-7%,3%,-22%,-6%,0%,-2%,-1%,1%,-0.4%,9%
Cc1ccc(-n2ccnc(SCC(=O)NC3CCCCC3)c2=O)cc1F,-1,16%,-3%,-15%,0%,0%,25%,-4%,-4%,-0.4%,-9%
Cc1ccc2c(c1)N(Cc1ccncc1)C(=O)C(C)O2 (centres undefined),17,10%,-1%,-16%,3%,1%,1%,1%,7%,0.1%,-4%
COc1ccc(C(=O)C[n+]2ccc3c(c2)nc(-c2ccc(OC)cc2OC)n3C)cc1,-2,21%,-9%,-60%,-2%,1%,-1%,-3%,-5%,0.3%,-5%
Cc1cnc(NC(=O)COc2cccc3c2OC(C)(C)C3)s1,?,8%,-3%,-14%,-3%,6%,-1%,3%,-6%,0.0%,-1%
CC(=C1C(=O)c2ccccc2C1=O)N1CCc2ccccc2C1,3,1%,-13%,-3%,10%,1%,-1%,-2%,4%,-0.4%,6%
CCOC(=O)[C@H]1NN=C(C(=O)OC)[C@@H]1c1ccccc1,-3,11%,-3%,0%,-1%,2%,6%,-10%,8%,-1.0%,6%
NS(=O)(=O)c1ccc(CNC(=O)/C=C/c2ccc(S(=O)(=O)N3CCOCC3)cc2)cc1,1,-2%,-5%,20%,0%,-3%,-2%,2%,-20%,0.0%,-4%
CCOC(=O)N1CCN(CC(O)COc2ccccc2C(C)CC)CC1 (centres undefined),0,5%,-5%,2%,-3%,0%,2%,-1%,-1%,-0.2%,4%
O=C(c1ccc(CS(=O)(=O)c2ccc(Br)cc2)o1)N1CCOCC1,12,23%,2%,0%,2%,-6%,-2%,9%,5%,0.1%,-4%
NN1C(=O)c2cccc3c(C(=O)O)ccc(c23)C1=O,-4,9%,-3%,22%,2%,1%,5%,4%,-7%,-1.2%,-1%
Cc1ccc(S(=O)(=O)N2CCCC2CNC(=O)C(=O)NC2CC2)cc1 (centres undefined),-3,5%,-5%,0%,0%,2%,9%,1%,-8%,-1.9%,-4%
CCN(CC)S(=O)(=O)c1ccc(C(=O)Nc2ccc3c(c2)OCO3)cc1,?,21%,-2%,-7%,-5%,1%,1%,-2%,4%,0.0%,2%
COc1ccc(OC)c(/C=N/NC(=O)c2cc3c(OC)cccc3[nH]2)c1,13,6%,-1%,-13%,-4%,-2%,355%[activator],3%,5%,-0.7%,-5%
O=C(CN1CCOCC1)NCCC12CC3CC(CC(C3)C1)C2,5,6%,-8%,-6%,2%,5%,0%,-4%,-4%,0.1%,0%
Cc1ccc2nc(Cl)c(/C=N/NC(=O)c3ccccc3O)cc2c1,15,14%,-3%,-19%,-5%,2%,-26%,-2%,10%,0.4%,13%
C=CCn1c(N)c(C(=O)Nc2ccccc2OC)sc1=S,1,27%,-6%,-50%,2%,1%,-2%,.,-13%,0.0%,-9%
COc1ccccc1CC(NC(C)=O)C(=O)NC1CCN(C(=O)Nc2ccccc2F)CC1 (centres undefined),1,13%,0%,-21%,-1%,2%,-3%,-1%,14%,-0.1%,0%
COc1cccc(/C=C2\SC(=S)N(C(Cc3ccccc3)C(=O)O)C2=O)c1 (centres undefined),-1,14%,0%,0%,0%,-2%,-1%,-1%,5%,-0.2%,2%
CCc1ccc(NS(=O)(=O)c2ccc3[nH]c(=O)[nH]c3c2)cc1,1,15%,-1%,1%,1%,7%,2%,4%,9%,-0.4%,-7%
CCCCOc1ccccc1C1C(C(=O)OC)=CN(CC)C=C1C(=O)OC,?,4%,-2%,-32%,-8%,0%,i,8%,-19%,0.3%,0%
O=C(CCC(=O)Nc1ccccc1)NNC(=O)C(c1ccccc1)c1ccccc1,-4,-6%,-5%,-25%,7%,3%,5%,3%,2%,-0.9%,0%
CS(=O)(=O)Nc1ccc(C(=O)N2CCCC2)cc1,2,-11%,-11%,0%,2%,0%,1%,.,5%,0.1%,2%
N#CC1=C(N)n2c(s/c(=C\c3ccco3)c2=O)=C(C#N)C1c1ccco1 (centres undefined),7,-13%,-4%,-88%[inhibitor],-1%,-2%,-10%,-2%,-5%,0.2%,10%

# From PubChem
